PL biosyn Enam = animal cell phospholipid biosynthesis inhibition, Enamine screen; AID 1347385; calls only at 10 µM; hit rate 0.4% among 20,000; ZR-82 CHO cells, pyrene fatty acid UV survival, CellTiter Blue; peroxisome-deficient CHO-K1 mutant line; plus DGAT-1, DGAT-2 and ACAT inhibitors;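 active means cell survival signal 2 SD away from solvent-only control wells, confirmed on one or two retests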;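 further: 3 h compound exposure then viability read about one day after UV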
Calls only; i = inactive; + = active, no number. These rows are one share of the data; the hit share may differ from the screen's.

Compound	PL biosyn Enam
CS(=O)(=O)N1CCSC1c1ccccc1Cl (stereo not drawn)	i
Oc1c(Br)cc(Br)cc1/C=N/N=C(c1ccccc1)c1ccccc1	i
Cc1[nH]c2ccccc2c1C=NC1CCS(=O)(=O)C1 (stereo not drawn)	i
Nc1ccc2c(c1)OCCCO2	i
CC(C)(C)N=C1NN=C(c2cc(F)ccc2F)CS1	i
Cc1cccc2nc(CSc3nnnn3C3CCCC3)cc(=O)n12	i
O=C(CSc1nnc(-c2cccs2)n1C1CC1)c1ccc(Cl)s1	i
Cc1cc(N)n(-c2c(Cl)cc(Cl)cc2Cl)n1	i
Cc1cc(C(F)(F)F)n2nc(N)nc2n1	i
Clc1ccc(N=C2SCC(c3cc4ccccc4o3)=NN2Cc2ccccc2)cc1Cl	i
O=[N+]([O-])c1ccc(N=P(c2cccc3ccccc23)(c2cccc3ccccc23)N2CCOCC2)c(Br)c1	i
Clc1c(-c2nnc3n2N=C(c2cccs2)CS3)sc2ccccc12	i
Cc1cc(NC(=O)COC(=O)C2=COCCO2)no1	i
O=P1(NCCO)C=C(c2ccccc2)SC(c2ccccc2)=C1	i
Oc1c(I)cc2oc3c(c2c1C=NC1CCCCCC1)CCCC3	i
c1ccc(CCc2nc(-c3ccccn3)no2)cc1	i
CS(=O)(=O)c1ccc(Oc2ccc3c(c2)CCC3)c([N+](=O)[O-])c1	i
O=c1oc2c(-c3ccc(F)cc3)cc(O)cc2s1	i
COCCCN(Cc1nc2cc(OC)c(OC)cc2c(=O)[nH]1)Cc1nc2cc(OC)c(OC)cc2c(=O)[nH]1	i
Cn1c(SCC(=O)NN2C(=O)NC3(CCCCC3)C2=O)nnc1C1CC1	i

3 structures already listed, arranged by SMILES length, smallest number first.
Compound	PL biosyn Enam
Oc1c(I)cc2oc3c(c2c1C=NC1CCCCCC1)CCCC3	i
O=P1(NCCO)C=C(c2ccccc2)SC(c2ccccc2)=C1	i
Oc1c(Br)cc(Br)cc1/C=N/N=C(c1ccccc1)c1ccccc1	i

Returning to the listing; the 7 compounds before the break are reprinted first.
Compound	PL biosyn Enam
O=P1(NCCO)C=C(c2ccccc2)SC(c2ccccc2)=C1	i
Oc1c(I)cc2oc3c(c2c1C=NC1CCCCCC1)CCCC3	i
c1ccc(CCc2nc(-c3ccccn3)no2)cc1	i
CS(=O)(=O)c1ccc(Oc2ccc3c(c2)CCC3)c([N+](=O)[O-])c1	i
O=c1oc2c(-c3ccc(F)cc3)cc(O)cc2s1	i
COCCCN(Cc1nc2cc(OC)c(OC)cc2c(=O)[nH]1)Cc1nc2cc(OC)c(OC)cc2c(=O)[nH]1	i
Cn1c(SCC(=O)NN2C(=O)NC3(CCCCC3)C2=O)nnc1C1CC1	i
CC(C)C(C(=O)O)n1c(-c2cccs2)n[nH]c1=S (stereo not drawn)	i
CCc1nnc(NC(=O)c2cc(C)no2)s1	i
CNC(=O)CSc1nc(SCC(=O)NC)c2c3c(sc2n1)CC(C)CC3 (stereo not drawn)	i
O=c1[nH]c(CSc2nnnn2C2CCCC2)nc2ccccc12	i
Cc1occc1-c1nnc(SCC(=O)c2cc(C)n(C(C)C)c2C)o1	i
Cc1cc(C)c(Nc2n[nH]c(=S)s2)c(Cl)c1	i
O=[N+]([O-])c1cc(S(=O)(=O)N2CCCC2)ccc1N/N=C/c1c[nH]c2ccc(Br)cc12	i
COc1cc(CNCCN(C)C)cc2c1OCO2	i
CC(C)c1ccc(C2C3=C(COC3=O)Nc3c2c(=O)[nH]c(=O)n3C)cc1 (stereo not drawn)	i
CC(C)(C)C(=O)/C=c1\[nH]c(=O)/c(=C\c2cccs2)s1	i
S=c1nc(-c2ccccc2Br)[nH][nH]1	i
CC1CCc2c(sc3ncnc(Sc4nnc5sc6ccccc6n45)c23)C1 (stereo not drawn)	i
O=c1oc(-c2ccc(F)cc2)nn1CN1CCCC2CCCCC21 (stereo not drawn)	i
CC(OC(=O)CN1C(=O)NC2(CCCCC2C)C1=O)C(=O)Nc1ccnn1C(C)C (stereo not drawn)	i
CC1(C)CC(=O)C2=C(C1)Nc1ncnn1C2c1cccs1 (stereo not drawn)	i
CCN(CC(=O)NC1CCS(=O)(=O)C1)C(=O)/C=C/c1ccc(Br)o1 (stereo not drawn)	i
O=S(=O)(Cc1ccc2c(c1)OCO2)c1ccc2ccccc2c1	i
C=CCNC(=S)N(CC)CC	i
O=C1Nc2ccc(Br)cc2/C1=N/N=C1/CC(c2ccccc2)N=N1 (stereo not drawn)	i
CN1CCN(/N=C2/C=C(c3ccccc3)C(O)(c3ccccc3)C2)CC1 (stereo not drawn)	i
Nc1cc(=O)[nH]c(SCc2cc(=O)oc3ccc4ccccc4c23)n1	i
CC(=O)NCc1ccc(-c2csc(NC(=O)Cn3cnnn3)n2)s1	i
O=c1[nH]c(=S)[nH]nc1-c1cc(Cl)sc1Cl	i
Cc1ccc(-c2nnc(N/N=C/c3c(-c4ccccc4)nc4ccccn34)c3ccccc23)cc1C	+
OC(Cn1ccnc1)c1ccc(Cl)cc1Cl (stereo not drawn)	i
O=C(O)CN/C=C/C(=O)C(F)(F)F	i
NC(=O)c1c(NC(=O)CSc2nnc(C3CC3)n2C2CC2)sc2c1CCCC2	i
CC[n+]1c(C)cc(Cl)c2ccccc21	i
CCC(C)N(C(=O)COC(=O)C1C(C(=O)OC)=C(C)NC(C)=C1C(=O)OC)C1CCS(=O)(=O)C1 (stereo not drawn)	i
CCOc1ccc2nc(SC(F)F)[nH]c2c1	i
Cc1sc2nc(CSc3nnc(C4CC4)n3C3CC3)[nH]c(=O)c2c1C	i
FC(F)n1c(-c2ccccc2)c(-c2ccccc2)n(C(F)F)c1=S	+
O=C(Cn1ncc(Cl)c(Cl)c1=O)N(C1CCCC1)C1CCS(=O)(=O)C1 (stereo not drawn)	i
[O-][n+]1ccccc1SCc1cc2c(cc1Br)OCO2	i
CCCCC(CC)CN1C(=O)/C(=C/c2c(NCCCn3ccnc3)nc3c(C)cccn3c2=O)SC1=S (stereo not drawn)	i
COCC(C)Nc1ncnc2sc3c(c12)CCCC3 (stereo not drawn)	i
O=C(C(=NNc1cccc([N+](=O)[O-])c1)c1nc2ccccc2[nH]1)c1ccccc1	i
COc1cc(Cl)c(S(=O)(=O)N2CCCC2)cc1Cl	i
CCN(C(=O)Cn1nnc(-c2cccs2)n1)C1CCS(=O)(=O)C1 (stereo not drawn)	i
C/C(=N\NC(=S)NC(C)C)c1ccco1	i
CC(C)Cn1c2ccccc2c2nc3ccccc3nc21	i
CCc1n[nH]c(=S)n1/N=C/c1ccc(/C=N/n2c(CC)n[nH]c2=S)cc1	i
O=c1c2cc(Cl)ccc2ncn1Cc1cc(=O)n2ccsc2n1	i
COCCn1c(O)c(C=NNc2ncnc3sccc23)c(=O)[nH]c1=S	i
c1ccc(N2CC[N+]3(CCCC3)CC2)nc1	i
O=C(CSc1nc2sc3c(c2c(=O)[nH]1)CCCC3)N(CCO)CCO	i
O=C(C1CCN(S(=O)(=O)c2cccs2)CC1)N1CCCC(C(F)(F)F)C1 (stereo not drawn)	i
c1ccc([P+](Cc2cccc3ccccc23)(c2ccccc2)c2ccccc2)cc1	i
NC(=O)N1CC(O)CC1C(=O)O (stereo not drawn)	i
CCOC(=O)c1c(C)[nH]c(C(=O)COC(=O)CCC2CCCC2)c1C	i
O=S(=O)(Nc1cc(S(=O)(=O)N2CCCC2)ccc1OCC(F)(F)F)c1ccc2c(c1)OCCO2	i
Nc1nc(-c2ccncc2)cs1	i
CC[N+](CC)(CCCCS(=O)(=O)[O-])CCNP1(=O)C=C(c2ccccc2)OC(c2ccccc2)=C1	i
O=S(=O)(c1ccccc1)c1ccc(F)cc1	i
O=S(=O)(CCSc1ccc(Cl)cc1)OCC(F)(F)C(F)F	i
CCOC(=O)CC(=O)CSc1nc(N)c2c(C)c(C)sc2n1	i
Nc1nc(-c2cc(Cl)ccc2Cl)cs1	i
O=C1/C(=C/c2ccc3c(c2)OCCO3)C(c2ccccc2)Oc2ccccc21 (stereo not drawn)	i
C=CCSc1nnc(NC(=O)C2CCN(/C=C/C(=O)C(F)(F)F)CC2)s1	i
CCc1nnc(NC(=O)CCCN2C(=O)NC3(CCCC3)C2=O)s1	i

Remaining list, next part
Compound	PL biosyn Enam
CCOC(=O)c1c(C)nc2c(c1C)C(=O)CC(C)(C)C2	i
CC(C)(C)C(=O)NCCNC(=O)c1nonc1N	i
Cc1ccc(C(N)=S)c(C)c1	i
CCN(CC(=O)Nc1cc(C)on1)CC(=O)NC(C)(C)C	i
O=C1CCCC2=C1C(c1cccs1)c1c([nH]c(=O)[nH]c1=O)N2 (stereo not drawn)	i
Oc1ccc2ccccc2c1N=Nc1ccc2c(c1)OCO2	i
CCCc1ccc(C2=Nn3c(nnc3C(C)C)SC2)cc1	i
COC(=O)c1sc2nc(C)[nH]c(=S)c2c1C	i
COc1ccc(C2=C(C)N([O-])C(C)(C)[N+]2=O)cc1	i
CCCCN1C(=O)/C(=C/c2c(NC)nc3c(C)cccn3c2=O)SC1=S	i
O=C(Cc1cn2ccsc2n1)NN=C1CCCCCCCCCCC1	i
Cc1c(C(=O)O)sc2nc(CN3CCCC3)[nH]c(=O)c12	i
CCN(CC)P1(=Nc2cc(Cl)ccc2[N+](=O)[O-])/C(=C2\N(C)c3ccccc3C2(C)C)C=NN1C (stereo not drawn)	i
Cc1cc(-n2c(C)cc(C(=O)Cn3cnc4sc(C)c(C)c4c3=O)c2C)no1	i
CN(Cc1ccc(Cl)s1)Cc1cc2c(cc1O)OCO2	i
O=c1c2ccccc2c(C=Nc2ncccn2)c(O)n1-c1ccccn1	i
COC(=O)/C(=C/c1cc(C)n(CC(F)(F)F)c1C)C(C)=O	i
CC(Sc1nnnn1C)C(=O)NC1CCCCC1 (stereo not drawn)	i
CCOC(=O)c1c(NC(=O)C(C)NC(C)C23CC4CC(CC(C4)C2)C3)sc2c1CCC(C)C2 (stereo not drawn)	i
O=S(=O)(NCc1ccccn1)c1ccc2ccccc2c1	i
OCCN1CCN(CC(O)COc2ccc3c(c2)OCO3)CC1 (stereo not drawn)	i
CCN1CC2([N+](=O)[O-])CC=C(OC)C([N+](=O)[O-])(C1)C2 (stereo not drawn)	i
O=c1cc(Cn2cnc3ccc(Cl)cc3c2=O)c2cc3c(cc2o1)CCC3	i
O=C(CSc1nnc(C2CC2)n1C1CC1)NC(=O)NC1CCCCC1	i
Cc1[nH]nc(Nc2ccccc2)c1N=Nc1ccc(Br)cc1	i
O=C(COC(=O)c1ccc(Br)o1)Nc1nc(-c2ccco2)c(-c2ccco2)s1	i
Cc1nc(C)c(-c2nnco2)cc1-c1nnco1	i
COc1ccc(-c2nnc3n2N=C2CCCCC2S3)c(OC)c1 (stereo not drawn)	i
Cc1cc(NC(=O)COC(=O)c2cc(C)oc2C)no1	i
C/C(=N\Nc1nc2ccccc2s1)c1ccccn1	i
Cc1nnc(SCC(=O)Nc2sc3c(c2C(N)=O)CCCC3)[nH]c1=O	i
CCc1cc2c(SCC(=O)c3cc(Cl)sc3Cl)ncnc2s1	i
COc1ccc(O)c(C(=O)c2cc(Cl)c3nc4cc(OC)c(OC)cc4c(=O)n3c2)c1	i
Cc1nc(SCCO)c2c(-c3cccs3)csc2n1	i
C=CCNc1nnc(SCc2cc(=O)n3ccsc3n2)s1	i
CCn1c(C)cc(C(=O)CSc2nnc(NC3CC3)s2)c1C	i
C/C(=N\NS(=O)(=O)c1ccc(Br)cc1)c1ccc2c(c1)OCO2	i
NC(c1cc(Cl)cc([N+](=O)[O-])c1O)P(=O)(O)O (stereo not drawn)	i
Cc1nc(N2CCN(C)CC2)sc1C(=O)N(C)C	i
O=C(COC(=O)C12CC3CC(CC(Br)(C3)C1)C2)NC1CC1	i
FC(F)(F)c1cccc(Oc2nnc(-c3ccccc3)c3ccccc23)c1	i
COc1ccc(OCCSc2nn(-c3ccc(Cl)c(Cl)c3)c(=S)s2)cc1	i
Oc1ccc(N=Cc2c(O)ccc3ccccc23)cc1N=Cc1c(O)ccc2ccccc12	i
S=C(N=P(c1ccccc1)(N1CCOCC1)N1CCOCC1)N1CCCCC1	i
Nc1nc(-c2ccc(Cl)s2)cs1	i
CN(Cn1nc(-c2ccc3c(c2)OCO3)oc1=S)C1CCCCC1	i
CC1c2cccn2CCN1S(=O)(=O)c1ccc(F)cc1F (stereo not drawn)	i
Nc1ccc(Cl)c(S(=O)(=O)Nc2ccc(I)cc2)c1	i
Cc1ccc(C(=O)OCC(=O)COC(=O)c2ccc(C)s2)s1	i
CC1c2cccn2CCN1S(=O)(=O)c1ccc2c(c1)OCCO2 (stereo not drawn)	i
O=S(=O)(c1cccc(F)c1)N1CCNCC1	i
Cc1sc2ncnc(N3CCC(C(=O)Nc4nn5cnnc5s4)CC3)c2c1C	i
c1nc(Nc2ccc3c(c2)CCC3)c2c3c(sc2n1)CCCC3	i
CCNc1nc(NCC)n2c(=S)n(CN3CCCCC3)nc2n1	i
S=c1[nH]nc2c3ccccc3c(-c3ccccc3)nn12	i
CC1=CSC2=NS(=O)(=O)CCN12	i
CCCCC(CC)CNc1ncnc2sccc12 (stereo not drawn)	i
C=CCNc1nnc(SCc2nnc(-c3ccco3)o2)s1	i
COc1cc(NC(=S)NC(C)(C)CC(C)(C)C)cc(OC)c1	i
Cn1ccnc1P(=O)(c1ccccc1)c1ccccc1	i
O=C(CCC(=O)N/N=C/c1ccco1)N/N=C/c1ccco1	i
COc1ccc2c(Cn3cc(C(F)(F)F)ccc3=O)cc(=O)oc2c1	i

Compound activity (PubChem)
